Source: PubChem
T cell modulator: modulates CD8 T cell binding to vesicles; actives 0.068% (n = 330,000); AID 2052; 2C CD8+ T cell-vesicle binding, flow cytometry; active compounds read low; calls only at 7 µM;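 active = response, share of CD8 T cells binding vesicles, and their 90th percentile fluorescence all below set limits, cut at about 80% in these data, passing the limit was not always enough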
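Assay system: 2C TCR transgenic mouse naive CD8+ T cells, MACS-purified | Read-out: CD8+ gate FL2 mean fluorescence as % of same-row positive control | Signal: High-throughput flow cytometry with anti-B7-1 and anti-CD8 staining | Timing: Binding step 1.5 h, 37 °C, antibody labelling 20 min, ice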
GPR35 arrestin U2OS: inhibition of zaprinast-stimulated GPR35 beta-arrestin translocation – imaging, U2OS, beta-arrestin-GFP, zaprinast agonist, primary screen (AID 2058); U2OS GPR35 beta-arrestin-GFP translocation imaging, zaprinast antagonism; higher % means a stronger effect; inhibition, % at 10 µM; hits with a dose series show IC50 in µM; actives 0.052% (n = 290,000);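 active = inhibition of at least 50% with at least 30 cells and total cytoplasm GFP at most 10,000,000; inconclusive = under 30 cells or total GFP of 10,000,000 plus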
SV40 large T antigen: SV40 large T antigen inhibitors, biochemical (AID 1903) | inhibition, % at 20 µM, or IC50 in µM where a hit was titrated | actives 0.39% (n = 310,000) | SV40 large T antigen ATPase/helicase inhibition assay; higher % means a stronger effect; in the data active = a potency from the dose series; inconclusive = inhibition mostly from about 32% at the one dose, without a potency; inactive = the rest, 99 in 100 with inhibition below about 32%; also: strong numbers were not always called active
NTR1 agonist: agonists of NTR1, primary screen, imaging, U2OS cells, beta-arrestin-GFP, high content (AID 493036). P30989. NTR1-U2OS beta-arrestin-GFP spot imaging, agonist mode. activation, % at 20 µM. actives 0.17% (n = 330,000);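 active = activation at or above 40% of the spot to cytoplasm intensity ratio, with at least 20 cells analyzed; inconclusive = wells under 20 cells, flagged as cytotoxic or low count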;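 also: 0% = DMSO without peptide and 100% = 100 nM NTR1 peptide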
Target sequence (P30989 whole entry, looked up): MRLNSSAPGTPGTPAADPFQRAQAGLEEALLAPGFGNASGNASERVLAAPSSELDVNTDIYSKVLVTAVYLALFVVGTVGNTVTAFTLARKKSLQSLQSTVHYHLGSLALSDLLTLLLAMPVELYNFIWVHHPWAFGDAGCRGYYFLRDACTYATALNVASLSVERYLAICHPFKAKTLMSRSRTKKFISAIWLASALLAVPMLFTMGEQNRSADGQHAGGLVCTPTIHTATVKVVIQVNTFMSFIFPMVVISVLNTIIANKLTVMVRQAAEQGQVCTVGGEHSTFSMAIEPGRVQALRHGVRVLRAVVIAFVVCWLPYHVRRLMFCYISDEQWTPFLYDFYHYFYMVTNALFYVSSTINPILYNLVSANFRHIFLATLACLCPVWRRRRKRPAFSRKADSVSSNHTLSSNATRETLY
GPR55 activation: selective activators of receptor GPR55 – imaging, U2OS cells, beta-arrestin-GFP redistribution, primary screen (AID 1961) | actives 0.048% (n = 290,000) | one-dose activation, % at 10 µM; EC50 in µM for titrated hits | U2OS GPR55 beta-arrestin-GFP redistribution imaging; higher % means a stronger effect;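 active = activation above 40% with more than 50 cells counted in the well; inconclusive = wells holding fewer than 50 cells, flagged as toxic or sparse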;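 also: U2OS osteosarcoma cells stably expressing GPR55 and beta-arrestin-GFP; plate controls were DMSO negative control for no effect and LPI positive control for full effect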
Rac1 GTP hydrolysis: MgcRacGAP GTPase-activating activity inhibitors, confirmation, biochemical, ADP Hunter fluorescence; MgcRacGAP-stimulated Rac1 GTP hydrolysis, ADP Hunter fluorescence; higher % means a stronger effect; GST-tagged Rac1 F28L mutant substrate; one-dose inhibition, % at 30 µM; IC50 in µM for titrated hits; actives 0.6% (n = 340,000);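 active = first-screen hits whose inhibition reached a set limit at any dose in the follow-up dose series; inconclusive = inhibition above the set first-screen limit but never retested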;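 also: fluorescence reports GDP produced by GAP-driven GTP hydrolysis; strong numbers were not always called active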
Lipid droplet: hepatic lipid droplet formation modulation. actives 0.4% (n = 240,000). inhibition, % at 6.5 µM. AML12 mouse hepatocytes, oleate lipid droplets, BODIPY imaging;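 active = lipid droplet intensity inhibited by at least 50%, with more than 500 cells counted; inconclusive = wells with under 300 cells, treated as cytotoxic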
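Assay system: AML12 hepatocytes (mouse); Probe or stimulus: oleic acid at 100 µM to induce lipid droplet formation; Dosing: compound at 6.5 µM only; Schedule: compound with oleate, overnight; Detection: fluorescence imaging, 20x objective, two fields per well; Measure: % inhibition of lipid droplet signal.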
LYP phosphatase: PTPN22 lymphoid phosphatase activity blockers – biochemical, fluorescence intensity, uHTS (AID 1779); inhibition, % at 11.5 µM, or IC50 in µM where a hit was titrated; recombinant LYP phosphatase, fluorescence intensity; higher % means a stronger effect; actives 0.054% (n = 290,000); in the data active = inhibition above about 50%;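 also: plate controls were vehicle with enzyme for no effect and no enzyme for full effect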
GPR55 LPI antagonism: inhibition of LPI-stimulated GPR55 beta-arrestin translocation – imaging, U2OS, beta-arrestin-GFP, LPI agonist, primary screen (AID 2013); U2OS GPR55 beta-arrestin-GFP translocation imaging, LPI antagonism; higher % means a stronger effect; inhibition, % at 10 µM; hits with a dose series show IC50 in µM; actives 0.13% (n = 290,000);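 active = spots per cell inhibited over 60%, with over 100 cells counted and total cytoplasm intensity under 500,000; inconclusive = wells with under 100 cells, flagged as likely toxic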;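 also: U2OS cells stably carrying GPR55 and arrestin-GFP stimulated by 5 µM LPI near EC80; imaged beta-arrestin-GFP aggregate spots per cell after agonist stimulation; plate controls were LPI-stimulated DMSO wells for no effect and DMSO wells without LPI for full effect; some results filed as inactive read as strong as hits; confirmed hits need IC50 under 10 µM and bright autofluorescent wells are also inconclusive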
Lipid droplet cells 6.5 µM: further read-out of Lipid droplet, marked with its call; cell count; measured here: cell count, cytotoxicity flag;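 cells counted across two imaged fields per well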
T cell modulator vesicle-bound %: further read-out of T cell modulator, marked with its call; double positive events, %; measured here: CD8+ vesicle-bound cell fraction;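 binding gate set so that unloaded-vesicle control wells show 10% double positive cells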
NTR1 agonist cell count 20 µM: second read-out of NTR1 agonist, no call of its own (marks repeat the call); cell count; measured here: cell count, cytotoxicity flag
Numbers without * were called inactive; i = inactive; ? = inconclusive; . = no result given; & = joins results of further samples.

SMILES	T cell modulator	T cell modulator vesicle-bound %	GPR35 arrestin U2OS	SV40 large T antigen	NTR1 agonist	NTR1 agonist cell count 20 µM	GPR55 activation	Rac1 GTP hydrolysis	Lipid droplet	Lipid droplet cells 6.5 µM	LYP phosphatase	GPR55 LPI antagonism
CC(C)(C)c1ccc(C(=O)Nc2ccc(S(N)(=O)=O)cc2)cc1	i	57	-3%	6%	6.1	80	0.0%	.	-6	661	7%	2%
O=C(Oc1ccccc1C(=O)N1CCOCC1)c1ccccc1	i	25	-4%	-3%	-0.3	57	-0.1%	1%	4	651	4%	0%
COc1ccc(C(=O)Nc2nc3cc4c(cc3s2)OCO4)c(OC)c1	i	24	12%	12%	8.7	143	-0.1%	1%	0	654	-26%	2%
O=C(N/N=C/c1sc2ccccc2c1O)c1ccccc1	i	4	-14%	26%	-0.6	57	-0.3%	?	0	659	0%	-5%
CC(=O)c1cccc(NS(=O)(=O)N2CCCCC2)c1	i	11	-11%	4%	0.0	55	-0.1%	2%	10	735	-6%	0%
CCN1CCN(C(=O)/C=C/c2ccc(C(C)C)cc2)CC1	i	31	.	0%	0.6	58	.	-4%	.	.	.	.
Cc1sc2ncn(CC(=O)NCCN(C)C)c(=O)c2c1S(=O)(=O)N1CCC(C)CC1	i	55	-12%	4%	2.8	46	-0.2%	6%	-12	773	-8%	10%
CCOc1ccc(NC(=O)CCn2cccc2)cc1	i	46	24%	6%	-1.5	44	-0.1%	4%	.	.	-3%	8%
Cc1oc(-c2ccccc2)nc1CC(=O)O	i	21	-4%	0%	-0.4	57	0.2%	4%	8	782	-4%	15%
CCOc1ccc(-c2c(=O)n(OCc3ccc([N+](=O)[O-])cc3)c3ccccc3[n+]2[O-])c(OCC)c1	i	30	.	19%	-0.7	90	.	10%	.	.	.	.
CC(=O)Nc1cccc(-c2nc3ccccc3o2)c1	i	56	16%	5%	1.1	82	0.3%	14%	0	802	-7%	-2%
Cc1ccc(C(=O)CNc2ccccc2C)cc1	i	39	12%	17%	0.5	55	-0.2%	7%	5	693	-7%	6%
Cc1ccccc1C(=O)NC(=S)NCC(=O)c1ccccc1	i	28	10%	7%	2.6	55	-0.1%	5%	.	.	-2%	2%
O=C(O)c1ccc2c(c1)C(=O)/C(=C/c1ccccc1)C2=O	i	19	-23%	17%	-0.8	60	-0.2%	31%	-11	576	-8%	14%
CC(=O)CSc1nc2c(c(=O)[nH]c(=O)n2C)n1Cc1cccc(Br)c1	i	65	-6%	12%	0.2	50	0.2%	16%	6	851	-13%	-13%
CCOc1ncccc1C(=O)OCC(=O)N(CC)c1ccccc1	i	30	-2%	3%	0.2	53	0.2%	-7%	-8	713	-2%	-16%
O=c1c2cc(N3CCOCC3)ccc2[nH]c(=S)n1Cc1ccccn1	i	31	2%	7%	-0.8	76	-0.1%	13%	-28	726	0%	6%
Cn1cc[n+](C)c1COc1ccc(C=O)cc1	i	12	8%	6%	2.1	58	0.6%	12%	2	798	-7%	-5%
Clc1ccc(-c2noc(CSc3nnc(-c4ccncc4)n3-c3ccccc3)n2)cc1	i	12	-16%	-2%	11	57	0.3%	2%	-4	756	-3%	4%
CCN(CC)CCC(c1cc(OC)c(OC)c(OC)c1)c1c(OC)cc(OC)c2ccc(=O)oc12 (stereo not given)	i	39	9%	8%	-0.3	97	0.0%	8%	-9	698	-10%	10%
O=C(O)c1nsc(Cl)c1Cl	i	64	7%	7%	-0.1	65	0.2%	4%	.	.	-10%	5%
CC(=O)c1ccc(OCc2cc(C(=O)N(C)CCOc3ccc(C)cc3)no2)cc1	i	9	-2%	24%	3.2	60	-0.1%	11%	-7	635	-9%	-7%
COc1ccc(-c2c[n+]3c4n2CCCCC4=C(c2ccccc2)C3)cc1	i	36	4%	24%	9.1	57	-0.1%	9%	.	.	3%	12%
Nc1ncc(-c2ccccc2)n1CC1CCCO1 (stereo not given)	i	30	22%	6%	5.6	76	0.0%	5%	.	.	-6%	-9%
CCOC(=O)c1ccc2c(c1)C1C=CCC1C(C(=O)OCC)N2 (stereo not given)	i	43	-1%	12%	1.4	52	-0.2%	12%	-6	757	-7%	-4%
COCCn1c(-c2ccc(OC)c(OC)c2)nc2ccccc21	i	43	-12%	21%	0.2	78	0.4%	7%	0	647	-1%	16%
CCOc1ccc(S(=O)(=O)Nc2nc3ccccc3nc2N2CCN(C)CC2)cc1	i	44	2%	8%	1.1	53	0.0%	-11%	8	706	1%	-14%
Cc1ccc(S(=O)(=O)c2c(N)n(NC(=O)c3ccco3)c3nc4ccccc4nc23)cc1	i	44	2%	-6%	1.2	74	0.6%	11%	.	.	-11%	1%
COc1ccccc1Oc1ccc(NC(=O)c2ccc(Cl)cc2)cc1	i	53	-18%	7%	-0.6	73	-0.1%	10%	-1	688	-2%	-2%
Cc1cccc(NC(=O)C2CCCN(S(=O)(=O)c3ccc(-n4cnnn4)cc3)C2)c1 (stereo not given)	i	20	-2%	7%	-0.4	53	0.4%	10%	-7	802	-2%	-17%
Cc1cccc(C)c1OCC(N)C(C)C (stereo not given)	i	26	.	29%	-0.9	59	.	3%	.	.	.	.
C#CCOC(=O)Nc1cc(C)n(-c2ccccc2)n1	i	29	-11%	7%	0.7	72	-0.2%	-4%	-12	700	-8%	10%
Cc1ccc(NC(=O)CCC2CC(C)(C)OC2=O)cc1 (stereo not given)	i	59	17%	19%	1.2	70	-0.5%	5%	-20	699	-9%	2%
COc1ccc(CCNC(=O)CC2SC(=NCCc3ccccc3)NC2=O)cc1OC (stereo not given)	i	36	5%	-4%	-0.1	71	0.5%	16%	.	.	2%	2%
COc1ccc(NC(=O)CN(C)C(=O)c2ccccc2OC)cc1	i	54	0%	2%	.	.	0.0%	.	.	.	-8%	3%
COc1ccc2c(c1OC)C(=O)OC2c1c(O)nc(SC)n(-c2ccccc2)c1=O (stereo not given)	i	17	11%	4%	0.0	37	-0.1%	18%	1	768	1%	6%
Cc1ccc(NC(=O)CSc2nnc(C)n2CC2CCCO2)cc1 (stereo not given)	i	8	1%	3%	-0.1	35	0.3%	-8%	2	738	-1%	5%
O=C(NN=C1CCCCCCC1)c1ccccn1	i	36	11%	15%	3.6	90	0.2%	5%	.	.	-2%	19%
Cc1[nH]c2ccc(OC(F)(F)F)cc2c1CCN1C(=O)c2ccc(C(=O)O)cc2C1=O	i	55	-4%	25%	-0.1	45	0.3%	6%	-11	782	-2%	10%
Cc1ccc(C)c(N2CCN(S(=O)(=O)c3ccc4c(c3)NC(=O)CO4)CC2)c1	i	2	-1%	1%	22	53	0.3%	2%	-1	718	-1%	7%

Arranged by the number under T cell modulator vesicle-bound % (descending): some entries from above
smiles,T cell modulator vesicle-bound %
Cc1[nH]c2ccc(OC(F)(F)F)cc2c1CCN1C(=O)c2ccc(C(=O)O)cc2C1=O,55
O=C(NN=C1CCCCCCC1)c1ccccn1,36
Cc1ccc(C)c(N2CCN(S(=O)(=O)c3ccc4c(c3)NC(=O)CO4)CC2)c1,2

An excerpt from above, reduced to SV40 large T antigen:
SMILES,SV40 large T antigen
Cc1cccc(NC(=O)C2CCCN(S(=O)(=O)c3ccc(-n4cnnn4)cc3)C2)c1 (stereo not given),7%
O=C(NN=C1CCCCCCC1)c1ccccn1,15%

Additional structures.
SMILES	T cell modulator	T cell modulator vesicle-bound %	GPR35 arrestin U2OS	SV40 large T antigen	NTR1 agonist	NTR1 agonist cell count 20 µM	GPR55 activation	Rac1 GTP hydrolysis	Lipid droplet	Lipid droplet cells 6.5 µM	LYP phosphatase	GPR55 LPI antagonism
COc1ccc2cc(C(=O)C3CCCN(C(=O)/C=C/c4ccccn4)C3)ccc2c1 (stereo not given)	i	22	12%	32%	0.9	57	0.0%	4%	23	660	-4%	10%
CCOCCCNc1ccc(-c2ccccc2)nn1	i	15	-2%	2%	0.0	62	-0.2%	1%	17	809	-5%	-17%
Cc1cccc(NC(=O)CSc2ncnc3sc(C)c(C)c23)n1	i	19	0%	-1%	1.7	48	0.2%	8%	-25	656	-2%	-1%
O=C(CNCc1ccc(F)cc1)Nc1ccccc1[N+](=O)[O-]	i	22	-4%	1%	0.7	67	0.5%	2%	-5	657	-10%	-2%
COc1ccc(-n2c(SCC(=O)Nc3cc(C)on3)nc3c(c2=O)SCC3)cc1	i	27	0%	-4%&6%	4.2	99	0.3%	-2%	-10	723	-3%	-4%
Cc1c(O)ccc2c(CC(=O)N[C@@H](Cc3c[nH]c4ccccc34)C(=O)O)cc(=O)oc12	i	11	-4%	18%	-1.1	82	0.0%	18%	-4	785	-4%	10%
CCOC(=O)c1ccc(-n2c(C)nc3c(cnn3-c3ccccc3Cl)c2=O)cc1	i	2	-6%	1%	0.0	72	-0.1%	8%	10	792	-6%	12%
CC(=O)Nc1nonc1NC(=O)CSC1=NCCS1	i	16	-7%	5%	0.0	50	-0.1%	16%	.	.	-4%	-12%

3 consecutive entries from above, for reference:
SMILES	T cell modulator	T cell modulator vesicle-bound %	GPR35 arrestin U2OS	SV40 large T antigen	NTR1 agonist	NTR1 agonist cell count 20 µM	GPR55 activation	Rac1 GTP hydrolysis	Lipid droplet	Lipid droplet cells 6.5 µM	LYP phosphatase	GPR55 LPI antagonism
Cc1c(O)ccc2c(CC(=O)N[C@@H](Cc3c[nH]c4ccccc34)C(=O)O)cc(=O)oc12	i	11	-4%	18%	-1.1	82	0.0%	18%	-4	785	-4%	10%
CCOC(=O)c1ccc(-n2c(C)nc3c(cnn3-c3ccccc3Cl)c2=O)cc1	i	2	-6%	1%	0.0	72	-0.1%	8%	10	792	-6%	12%
CC(=O)Nc1nonc1NC(=O)CSC1=NCCS1	i	16	-7%	5%	0.0	50	-0.1%	16%	.	.	-4%	-12%
